# GPR55 LPI antagonism = GPR55 antagonists blocking LPI-driven arrestin recruitment, primary screen, imaging, U2OS, beta-arrestin-GFP, LPI agonist (AID 2013) | G-protein coupled receptor 55 (Homo sapiens) | U2OS GPR55 beta-arrestin-GFP translocation imaging, LPI antagonism; higher % means a stronger effect | one-dose inhibition, % at 10 µM; IC50 in µM for titrated hits | 290,000 compounds, 0.13% hits;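 active = spots per cell inhibited over 60%, with over 100 cells counted and total cytoplasm intensity under 500,000; inconclusive = wells with under 100 cells, flagged as likely toxic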;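 note: U2OS cells stably carrying GPR55 and arrestin-GFP stimulated by 5 µM LPI near EC80; imaged beta-arrestin-GFP aggregate spots per cell after agonist stimulation; plate controls were LPI-stimulated DMSO wells for no effect and DMSO wells without LPI for full effect; some results filed as inactive read as strong as hits; confirmed hits need IC50 under 10 µM and bright autofluorescent wells are also inconclusive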
# KOR beta-arrestin-1 = KOR agonists, beta-arrestin recruitment, primary screen, cell-based, luminescence, uHTS (AID 1777). 280,000 compounds, 0.02% hits. KOR beta-arrestin recruitment, luminescence; higher % means a stronger effect. activation, % at 10 µM; hits with a dose series show EC50 in µM; in the data active = activation above about 50%, passing the limit was not always enough; note: a part of the inactive calls stands beside numbers as strong as those of hits
# NS5 inhibitors = Dengue-2 NS5 methyltransferase inhibitors, primary screen, biochemical, confirmation dose response (AID 588689); 340,000 compounds, 0.3% hits; Dengue-2 NS5 methyltransferase capping enzyme assay, biochemical; higher % means a stronger effect; inhibition, % at 25 µM; hits with a dose series show IC50 in µM; Genome polyprotein (Dengue virus type 2 (strain 16681-PDK53)); in the data active = a potency from the dose series; inconclusive = inhibition above about 29% without an active follow-up result
# GPR55 beta-arrestin = GPR55 agonists via beta-arrestin recruitment, primary screen, imaging, U2OS cells, beta-arrestin-GFP redistribution (AID 1961). U2OS GPR55 beta-arrestin-GFP redistribution imaging; higher % means a stronger effect. activation, % at 10 µM; hits with a dose series show EC50 in µM. 290,000 compounds, 0.048% hits;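 active = activation above 40% with more than 50 cells counted in the well; inconclusive = wells holding fewer than 50 cells, flagged as toxic or sparse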;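 note: U2OS osteosarcoma cells stably expressing GPR55 and beta-arrestin-GFP; plate controls were DMSO negative control for no effect and LPI positive control for full effect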
# KOR beta-arrestin-2 = KOR antagonists, beta-arrestin recruitment, cell-based, luminescence, uHTS (AID 1778). KOR beta-arrestin recruitment, luminescence, antagonist mode; higher % means a stronger effect. Kappa-type opioid receptor (Homo sapiens). inhibition, % at 10 µM, or IC50 in µM where a hit was titrated. 290,000 compounds, 0.091% hits; in the data active = inhibition above about 50%; note: strong numbers were not always called active
# West Nile antiviral = West Nile virus antiviral activity, cell-based, CPE readout (AID 1621). West Nile virus-infected cells, CPE inhibition; higher % means a stronger effect. CPE inhibition, % at 10 µM; hits with a dose series show IC50 in µM. 290,000 compounds, 0.02% hits; in the data active = a potency from the dose series; inconclusive = CPE inhibition mostly from about 3.7% at the one dose, without a potency; inactive = the rest, 99 in 100 with CPE inhibition below about 2.2%; note: strong numbers were not always called active
# GPR35 antagonists = GPR35 antagonists blocking zaprinast-driven arrestin recruitment, primary screen, imaging, U2OS, beta-arrestin-GFP, zaprinast agonist (AID 2058); U2OS GPR35 beta-arrestin-GFP translocation imaging, zaprinast antagonism; higher % means a stronger effect; one-dose inhibition, % at 10 µM; IC50 in µM for titrated hits; 290,000 compounds, 0.052% hits; G-protein coupled receptor 35 (Homo sapiens);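 active = inhibition of at least 50% with at least 30 cells and total cytoplasm GFP at most 10,000,000; inconclusive = under 30 cells or total GFP of 10,000,000 plus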
# HIV fusion peptide = inhibitors of HIV fusion peptide binding, primary screen, biochemical, uHTS, fluorescence dequenching (AID 1986); inhibition, % at 20 µM; hits with a dose series show IC50 in µM; cell-free peptide binding, fluorescence dequenching, 30 min; higher % means a stronger effect; 290,000 compounds, 0.3% hits; in the data active = inhibition mostly above about 52%, no sharp cut-off; inactive = mostly below about 76%; note: some results filed as inactive read as strong as hits
# NOD1 inhibition = NOD1 signaling inhibitors, primary screen, cell-based, luminescence, uHTS (AID 1578); 290,000 compounds, 1% hits; inhibition, % at 4 µM, or EC50 in µM where a hit was titrated; NOD1-driven NF-kB luciferase reporter cells, luminescence; higher % means a stronger effect; in the data active = inhibition mostly above about 36%, no sharp cut-off; inactive = mostly below about 34%;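 note: HEK-293T reporter cells stimulated with the NOD1 agonist gamma-tri-DAP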
# NS5 inhibitors pilot replicate = further read-out of NS5 inhibitors, marked with its call; inhibition, %; measured here: pilot screen replicate inhibition
# Active calls of the source: *; ? = inconclusive; · = not tested or not shown; [ ] = dose if it differs, or a comment. These rows are one share of the data; the hit share may differ from the screen's.
SMILES,GPR55 LPI antagonism,KOR beta-arrestin-1,NS5 inhibitors,GPR55 beta-arrestin,KOR beta-arrestin-2,West Nile antiviral,GPR35 antagonists,HIV fusion peptide,NOD1 inhibition,others
CC(=O)c1cnc(-c2ccccc2Cl)s1,8%,-2.2%,0%,-0.3%,16%,0.2%,-5%,1.1%,-38%,
C/C(=N\NC(=O)c1cccnc1)c1ccc(-c2ccccc2)cc1,7%,-1.6%,·,-0.2%,21%,0.1%,-3%,3.3%,4%,
CCc1ccc(NC(=O)COC(=O)/C(=C/c2ccccc2OC)c2ccccc2)cc1,-9%,-2.8%,-1%,-0.1%,9%,-1.2%,-1%,2.5%,-3%,
CCOc1ccccc1N(CC(=O)N1CCCC1)S(C)(=O)=O,2%,-3.2%,-3%,0.0%,-23%[20 µM],0.1%,14%,-0.8%,-19%,
CCOc1ccc(CNS(=O)(=O)c2ccc(-c3ccc(=O)[nH]n3)o2)cc1OC,11%,4.3%,2%,0.1%,2%,0.1%,-2%,1.2%,-23%,
CC(C)Cc1nnc(NC(=O)CCC(=O)N2CCN(S(=O)(=O)c3ccccc3)CC2)s1,9%,13%,-4%,0.3%,3%,0.4%,-3%,3.3%,8%,
O=C1NC2(CCCCC2)C(=O)N1CCN1C(=O)c2ccccc2C1=O,-1%,-2.8%,-8%,0.7%,11%,0.5%,-1%,-1.4%,-33%,
COC(=O)CC1=C(C(=O)OC)C(c2ccncc2)C(C#N)=C(N)O1 (stereo unspecified),2%,-1.0%,-6%,-0.2%,-19%,0.5%,12%,10%,44%,
Cc1cc(C)c(-n2nnnc2SCC(=O)c2cccs2)c(C)c1,-11%,-0.4%,-18%,0.2%,16%,0.3%,-7%,-1.3%,-1%,
N#C/C(=N\Nc1ccc(S(=O)(=O)N2CCCCC2)cc1)C(N)=S,18%,5.7%,4%,-0.1%,7%,?,-6%,16%,9%,
Cc1nc2ccc(C(=O)N/N=C/c3ccc(O)cc3)cc2[nH]1,-17%,-2.7%,13%,0.2%,-1%,0.3%,-1%,-1.5%,-2%,
CC(C)Oc1ccc(CCNC(=O)CC2C(=O)NCCN2C)cc1 (stereo unspecified),-20%,-1.6%,0%,0.0%,14%,0.1%,10%,-1.0%,-7%,
Cc1ccc(C(=O)N/C(=C/c2cccnc2)C(=O)O)cc1,0%,6.5%,-1%,-0.3%,-2%,1.0%,9%,0.6%,16%,
O=C(/C=C\c1ccccc1)Oc1cccc2cccnc12,8%,0.5%,-26%,0.2%,-4%,-0.5%,1%,6.4%,4%,
Cc1ccc(NC(=S)NCCc2c[nH]c3ccccc23)c(C)c1,2%,-1.5%,-1%,-0.1%,15%,-0.9%,15%,-3.0%,10%,
C1CCN(CCCNC2C3CC4CC(C3)CC2C4)C1 (stereo unspecified),-2%,-5.4%,-2%,-0.1%,5%,-0.7%,-6%,0.2%,-17%,
COc1ccccc1NC(=O)c1ccc2nc(C)c(C)nc2c1,8%,-2.5%,2%,0.3%,2%,0.3%,-5%,-0.6%,-30%,
O=C(CCC(=O)OCC(=O)c1ccc(Br)cc1)NC1CCCCC1,-2%,-0.7%,2%,0.9%,23%,0.3%,2%,-1.0%,-4%,
CNC(=O)C1(CC(C)C)C=CCN1C(C)=O (stereo unspecified),2%,-0.1%,3%,-0.1%,4%,0.1%,-1%,1.3%,-25%,
COc1ccc(C2CC3(CC(C)(C)NC(=S)N3)Oc3cc(O)cc(C)c32)cc1 (stereo unspecified),4%,2.9%,2%,0.2%,6%,-1.1%,0%,0.2%,-40%,
CCOc1cc(C(C#N)N2CCCCC2)ccc1OC (stereo unspecified),-13%,6.8%,4%,-0.1%,-20%,0.0%,-6%,2.8%,41%,
COc1cc(O)c(C(CCN2CCCCC2)c2ccc3c(c2)OCO3)c(OC)c1 (stereo unspecified),8%,5.8%,-3%,0.0%,-32%,0.3%,6%,0.2%,4%,
COC(=O)c1ccc(CO/N=C/c2ccc(OC)cc2OC)cc1,-5%,2.9%,-2%,0.0%,-32%,0.9%,13%,0.0%,0%,
O=C(c1cc2nc(-c3cccs3)cc(C(F)(F)Cl)n2n1)N1CCCc2ccccc21,-4%,-0.1%,6%,0.3%,4%,-0.3%,2%,2.1%,24%,
COc1ccc(C(=O)Nn2c(SCC(=O)N3CCC(C)CC3)nc3ccccc3c2=O)cc1,6%,-2.4%,0%,-0.2%,-2%,0.1%,0%,-1.7%,49%,NS5 inhibitors pilot replicate=-6.2

# Reprinted from the part before: 4 entries, then new ones.
SMILES,GPR55 LPI antagonism,KOR beta-arrestin-1,NS5 inhibitors,GPR55 beta-arrestin,KOR beta-arrestin-2,West Nile antiviral,GPR35 antagonists,HIV fusion peptide,NOD1 inhibition,others
COc1cc(O)c(C(CCN2CCCCC2)c2ccc3c(c2)OCO3)c(OC)c1 (stereo unspecified),8%,5.8%,-3%,0.0%,-32%,0.3%,6%,0.2%,4%,
COC(=O)c1ccc(CO/N=C/c2ccc(OC)cc2OC)cc1,-5%,2.9%,-2%,0.0%,-32%,0.9%,13%,0.0%,0%,
O=C(c1cc2nc(-c3cccs3)cc(C(F)(F)Cl)n2n1)N1CCCc2ccccc21,-4%,-0.1%,6%,0.3%,4%,-0.3%,2%,2.1%,24%,
COc1ccc(C(=O)Nn2c(SCC(=O)N3CCC(C)CC3)nc3ccccc3c2=O)cc1,6%,-2.4%,0%,-0.2%,-2%,0.1%,0%,-1.7%,49%,NS5 inhibitors pilot replicate=-6.2
CC(=O)Oc1ccccc1/C=C/c1ccc2ccccc2[n+]1C,-8%,6.4%,-5%,-0.2%,-2%,-0.9%,-5%,0.3%,-2%,
CC(CNC(=O)CN1C(=O)CCSc2ccccc21)c1ccccc1 (stereo unspecified),-4%,0.9%,0%,0.0%,16%,-0.2%,4%,-1.0%,-2%,
COc1ccc(CN(C)CC2CCCN(CCc3ccc(F)cc3)C2)c(OC)c1OC (stereo unspecified),6%,-4.9%,-7%,0.5%,-16%[20 µM],0.3%,-5%,-1.0%,0%,
C=CCN=C1N[C@@H](c2ccccc2)C(C(=O)OC)=C(C)N1CCOC,11%,-2.5%,2%,0.4%,-38%[20 µM],-0.2%,6%,0.5%,-26%,
O=C(COC(=O)c1ccc(S(=O)(=O)N2CCCC2)cc1)NCc1ccc(F)cc1,3%,0.1%,1%,-0.1%,-9%,-0.8%,17%,2.8%,10%,
C#CCOc1ccc(OC)cc1C(c1c(C)[nH][nH]c1=O)c1c(C)[nH][nH]c1=O,34%,3.3%,-13%,-0.2%,-16%,-0.1%,8%,2.2%,22%,
COc1ccccc1/C=C/C=N\N1CCN(Cc2ccccc2Cl)CC1,15%,18%,0%,-0.2%,14%,-0.2%,-10%,-0.4%,37%,
Cc1ccsc1-c1cc(C(=O)O)c2c(ccc3ccccc32)n1,-12%,-5.3%,-4%,0.2%,-29%[20 µM],0.0%,3%,6.2%,-55%,
CCCN1CCN(C(=O)c2oc3ccccc3c2NC(=O)C2CC2)CC1,17%,-1.9%,-12%,-0.1%,-17%,-0.5%,-17%,-0.5%,-11%,
Cc1ccc(C(=O)NCCc2ccccn2)cc1S(=O)(=O)N1CCOCC1,-6%,-1.3%,·,-0.1%,34%,-0.1%,-14%,-1.3%,6%,
CCCn1cnc2c(c1=O)c1nc3ccccc3nc1n2CCc1ccccc1,3%,-1.1%,-4%,-0.3%,-14%,0.0%,5%,2.0%,-34%,
C=CCNC(=O)c1ccccc1NC(=O)Nc1ccccc1,0%,-1.5%,-3%,-0.2%,14%,-0.9%,-7%,-1.2%,·,
CN(c1ccccc1C(=O)Nc1cccnc1)S(C)(=O)=O,13%,-5.4%,-23%,0.0%,20%,-0.4%,0%,-0.6%,-5%,
COc1ccc(-c2nc(CS(=O)CC(=O)NC3CCCc4ccccc43)c(C)o2)cc1OC (stereo unspecified),10%,-1.5%,1%,-0.1%,-7%,0.0%,4%,1.9%,19%,
COc1ccc(Cl)cc1C(=O)Nc1ccc2c(c1)OCO2,-6%,-1.7%,-3%,-0.1%,1%,-0.2%,3%,-2.7%,-78%,
COc1cc(NC(=O)COC(=O)c2cnc(C)cn2)c(C)cc1[N+](=O)[O-],6%,-3.2%,-7%,0.1%,12%,0.5%,3%,-0.6%,-10%,
COc1ccc(CCNC(=O)CSCc2ccc(Cl)cc2)cc1OC,-5%,-0.6%,-2%,-0.1%,-22%,0.3%,-3%,1.0%,-22%,
CC(=O)Nc1ccc(N2CCOCC2)c(Cl)c1,0%,-3.7%,-11%,-0.1%,-2%[20 µM],1.3%,-1%,-0.3%,-18%,
CC(=O)NC1CC2CCCC(C1)N2C(=O)Nc1ccc(Cl)c(C(F)(F)F)c1 (stereo unspecified),-5%,-4.1%,-7%,-0.1%,-18%,-0.3%,-7%,1.6%,-10%,
COC(=O)CN1C(=S)N(c2ccc(OC)cc2)C(=O)C1CC(=O)Nc1ccc(F)cc1 (stereo unspecified),-2%,-1.7%,-5%,-0.8%,-2%,0.1%,-5%,0.8%,-35%,
CC(C)c1onc(C(=O)N2CCC(C(N)=O)CC2)c1[N+](=O)[O-],9%,-1.6%,-10%,0.3%,-22%,0.4%,1%,-1.0%,-3%,
Cc1sc2nc(NCCO)[nH]c(=O)c2c1C,19%,6.6%,1%,-0.2%,-14%,0.3%,8%,-0.3%,-16%,
Cc1nc2ccccn2c1C(=O)NCc1cccnc1,-2%,3.4%,1%,-0.1%,22%,0.2%,9%,-1.9%,7%,
COCCN(Cc1cc2cc(C)ccc2n2nnnc12)C(=S)Nc1ccccc1C,2%,2.9%,-5%,-0.3%,-14%,-0.8%,-12%,-0.7%,52%*,
CCc1nnc(NC(=O)CSc2nnc(COc3ccccc3)n2-c2ccc(C)cc2)s1,7%,11%,-4%,0.3%,-1%,-0.7%,5%,-2.2%,-9%,
Cc1ccc([N+](=O)[O-])cc1S(=O)(=O)n1ccnc1C,8%,·,0%,-0.1%,-6%[20 µM],0.1%,8%,-0.6%,-23%,
NS(=O)(=O)c1ccc(NC(=O)CN2CCN(S(=O)(=O)/C=C/c3ccccc3)CC2)cc1,-4%,-0.3%,-6%,-1.9%,27%,0.2%,-4%,0.3%,2%,
COc1ccc(OC)c(-c2cc(C(=O)NCCN3CCOCC3)no2)c1,9%,0.2%,8%,-0.1%,-5%,0.1%,1%,-1.7%,-6%,
Cc1c(NC(=O)C2CCN(S(=O)(=O)c3cccs3)CC2)c(=O)n(-c2ccccc2)n1C,6%,3.1%,-6%,0.2%,12%,0.0%,1%,1.2%,-16%,

# Source: PubChem BioAssay
